Bioassay records deposited in PubChem BioAssay by NMMLSC.
GSH fluor: compound fluoresces at 488/530 nm on GSH beads; 190,000 compounds, 0.25% hits; AID 1776; fluorescence (KMESF) at 10 µM; GSH beads flow cytometry, compound fluorescence 488/530 nm; active compounds read high; in the data active = fluorescence above about 89;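 also: glutathione beads carrying GST-tagged Bcl family fusion proteins plus one bare bead set; values are compound well signal with DMSO vehicle wells as background; inactives centre near 16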
Bim-Bcl-B: inhibitors of Bim-Bcl-B interaction, human; AID 951; 190,000 compounds, 0.073% hits; bead-based flow cytometry, Bim peptide-Bcl-B binding; inhibition, % at 10 µM;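 also: 0% = tracer peptide without compound and 100% = reference inhibitor peptide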
ABCB1 inh: blocks JC-1 efflux by human ABCB1 transporter | AID 1326 | inhibition, % at 6.6 µM | CCRF-Adr cells, flow cytometry | 190,000 compounds, 0.067% hits; in the data active = inhibition above about 40%;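 also: 0% = vehicle and 100% = reference inhibitor; higher value means more JC-1 retained so stronger ABCB1 efflux block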
Target sequence (P08183 whole entry, looked up): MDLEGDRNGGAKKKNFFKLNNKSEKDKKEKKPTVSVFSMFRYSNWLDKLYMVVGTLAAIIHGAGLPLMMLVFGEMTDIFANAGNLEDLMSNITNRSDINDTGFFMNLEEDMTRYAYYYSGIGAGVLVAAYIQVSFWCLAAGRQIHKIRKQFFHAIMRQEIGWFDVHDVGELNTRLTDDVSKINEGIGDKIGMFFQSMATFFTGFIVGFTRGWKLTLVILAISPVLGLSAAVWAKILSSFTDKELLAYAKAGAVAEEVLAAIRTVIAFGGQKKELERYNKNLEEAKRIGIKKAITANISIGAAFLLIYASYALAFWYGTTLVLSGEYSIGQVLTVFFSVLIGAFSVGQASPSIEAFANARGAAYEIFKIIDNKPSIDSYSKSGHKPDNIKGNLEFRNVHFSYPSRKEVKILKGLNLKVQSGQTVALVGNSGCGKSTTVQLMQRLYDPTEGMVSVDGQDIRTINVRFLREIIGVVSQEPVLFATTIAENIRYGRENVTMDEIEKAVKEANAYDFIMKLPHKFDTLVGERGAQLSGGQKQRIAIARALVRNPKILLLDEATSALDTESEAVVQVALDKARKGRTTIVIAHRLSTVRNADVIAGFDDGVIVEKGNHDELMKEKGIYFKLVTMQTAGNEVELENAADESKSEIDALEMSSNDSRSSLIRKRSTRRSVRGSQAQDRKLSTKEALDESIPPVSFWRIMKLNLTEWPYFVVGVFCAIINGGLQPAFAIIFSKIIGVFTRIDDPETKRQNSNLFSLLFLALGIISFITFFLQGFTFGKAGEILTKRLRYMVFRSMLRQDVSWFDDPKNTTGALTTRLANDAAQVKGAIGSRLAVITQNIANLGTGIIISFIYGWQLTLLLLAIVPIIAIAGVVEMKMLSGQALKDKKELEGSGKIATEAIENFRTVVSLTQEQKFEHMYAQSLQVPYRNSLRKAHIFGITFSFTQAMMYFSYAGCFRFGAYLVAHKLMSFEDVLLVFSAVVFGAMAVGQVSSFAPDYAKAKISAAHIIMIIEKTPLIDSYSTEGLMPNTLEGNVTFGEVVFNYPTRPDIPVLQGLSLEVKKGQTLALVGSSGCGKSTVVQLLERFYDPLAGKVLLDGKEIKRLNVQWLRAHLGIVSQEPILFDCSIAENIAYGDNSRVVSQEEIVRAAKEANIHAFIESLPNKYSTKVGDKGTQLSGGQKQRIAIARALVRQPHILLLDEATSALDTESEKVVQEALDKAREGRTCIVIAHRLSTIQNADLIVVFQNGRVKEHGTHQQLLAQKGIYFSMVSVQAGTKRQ
Bim-Bcl-2: inhibitors of Bim-Bcl-2 interaction, human; P10415; Bead-based flow cytometry, Bim peptide-Bcl-2 binding; inhibition, % at 10 µM; 190,000 compounds, 0.06% hits; in the data active = inhibition above about 40%; inconclusive = no clear call, values can overlap the other calls;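 also: 0% = no compound wells with probe peptide and 100% = reference peptide inhibitor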
RGS8-Gao: modulates binding of RGS8 to human Galphao; P09471; multiplexed bead flow cytometry; actives lie on both sides; response (percent of control binding), % at 10 µM; 220,000 compounds, 0.34% hits; in the data active = response below about 60% or above about 140%; inactive = in between;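 also: Galphao activated as the GDP aluminium fluoride complex binding bead-coupled RGS8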
Bcl-XL Bim block: disrupts Bim peptide binding to human Bcl-XL. bead flow cytometry, fluorescence. 190,000 compounds, 0.04% hits. AID 1007. inhibition, % at 10 µM
Bfl-1 Bim block: inhibitors of Bim-Bfl-1 interaction, human; inhibition, % at 10 µM; 190,000 compounds, 0.12% hits; Bead-based flow cytometry, Bim-Bfl-1 binding inhibition; Q16548;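 also: 0% = wells without compound plus tracer and 100% = blocker peptide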
Bcl-W Bim block: inhibitors of Bim-Bcl-W interaction, human; bead-based flow cytometry, Bim peptide-Bcl-W binding; Q92843; 190,000 compounds, 0.02% hits; inhibition, % at 10 µM;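 also: 0% = bound tracer without compound and 100% = peptide blocker; higher means less fluorescent Bim peptide bound to Bcl-W beads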
RGS4-Gao reg: modulates binding of RGS4 to human Galphao; Multiplexed bead flow cytometry; actives lie on both sides; AID 1415; 220,000 compounds, 0.33% hits; binding response (% of control), % at 10 µM; P09471; in the data active = binding response below about 49% or above about 150%; inactive = in between;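 also: fluorescent Galphao activated with aluminum fluoride binding bead-coupled RGS4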
ABCG2 inh: inhibitors of human ABCG2 transporter, ABCB1 counter-screen; inhibition, % at 6.6 µM; Q9UNQ0; 190,000 compounds, 0.1% hits; AID 1325; IgMXP3 cells, JC-1 efflux, flow cytometry;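 active = inhibition above 80%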;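 also: 0% = DMSO and 100% = nicardipine control wells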
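Incubation: cells with compound and JC-1, 10 min at 25 °C, rotating, no wash / Test system: IgMXP3 (ABCG2) plus far-red-tagged CCRF-Adr (ABCB1) cells / Compound dosing: one concentration, 6.6 µM final / Also added: JC-1 fluorescent substrate / Evaluation: efflux inhibition in percent versus controls / Detection: flow cytometry, 530 nm JC-1 signal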
RGS7-Gao reg: regulators of human RGS7-Galphao interaction | P09471 | Multiplexed bead flow cytometry, RGS7-Galphao binding; actives lie on both sides | binding response (% of control), % at 10 µM | 220,000 compounds, 0.35% hits; in the data active = binding response below about 49% or above about 150%; inconclusive = no clear call, values can overlap the other calls; inactive = in between;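 also: fluorescent Galphao held in activated GDP-AlF4 state binding bead-coupled RGS7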
The depositor's hits bear a star. Rule as the data show it, unless noted: active = inhibition above about 40%.

How did COc1ccc(C2/C(=C(\O)c3ccc4c(c3)OCCO4)C(=O)C(=O)N2CCCN(C)C)cc1 (stereo not given) do in these assays?
GSH fluor: 19; Bim-Bcl-B: 0; ABCB1 inh: 0.4; Bim-Bcl-2: 0; RGS8-Gao: 104; Bcl-XL Bim block: -1; Bfl-1 Bim block: 0; Bcl-W Bim block: 0; RGS4-Gao reg: 107; ABCG2 inh: 1; RGS7-Gao reg: 103

How did COc1ccc(C2CC2C(C)=O)cc1 (stereo not given) do in these assays?
GSH fluor: 11; Bim-Bcl-B: -1; ABCB1 inh: 0.2; Bim-Bcl-2: 1; RGS8-Gao: 99; Bcl-XL Bim block: 0; Bfl-1 Bim block: -3; Bcl-W Bim block: 0; RGS4-Gao reg: 97; ABCG2 inh: 2; RGS7-Gao reg: inconclusive

Results for CCOc1[nH]n(-c2ccc(Cl)cc2)c(=O)c1C=Nc1ccc(OC)cc1 ?
GSH fluor: 20; Bim-Bcl-B: 0; ABCB1 inh: -0.2; Bim-Bcl-2: 0; RGS8-Gao: 102; Bcl-XL Bim block: -1; Bfl-1 Bim block: 0; Bcl-W Bim block: -1; RGS4-Gao reg: 104; ABCG2 inh: -1; RGS7-Gao reg: 102

Results for Cc1cc(-c2ccccc2)nc(SCC(=O)c2cccc([N+](=O)[O-])c2)n1 ?
GSH fluor: 18; Bim-Bcl-B: -2; ABCB1 inh: 1.4; Bim-Bcl-2: -3; RGS8-Gao: 100; Bcl-XL Bim block: 0; Bfl-1 Bim block: 0; Bcl-W Bim block: 1; RGS4-Gao reg: 101; ABCG2 inh: 7; RGS7-Gao reg: 102

What do the screens show for `COCCNC(=O)c1ccccc1NC(=O)C1COc2ccccc2O1` (stereo not given)?
GSH fluor: 19; Bim-Bcl-B: -4; ABCB1 inh: 0.1; Bim-Bcl-2: 0; RGS8-Gao: 97; Bcl-XL Bim block: -5; Bfl-1 Bim block: -13; Bcl-W Bim block: 0; RGS4-Gao reg: 95; ABCG2 inh: 0; RGS7-Gao reg: 99

Results for CCOc1ccc(-c2nc(C#N)c(N3CCN(Cc4ccccc4)CC3)o2)cc1 ?
GSH fluor: 23; Bim-Bcl-B: -4; ABCB1 inh: 1.6; Bim-Bcl-2: -7; RGS8-Gao: 101; Bcl-XL Bim block: -2; Bfl-1 Bim block: -11; Bcl-W Bim block: 0; RGS4-Gao reg: 101; ABCG2 inh: 6; RGS7-Gao reg: 102

Results for CCN(CC)c1ccc(S(=O)(=O)N2CCOCC2)cc1NC(=O)CSc1cccc[n+]1[O-] ?
GSH fluor: 8; Bim-Bcl-B: 2; ABCB1 inh: 0.1; Bim-Bcl-2: -2; RGS8-Gao: 82; Bcl-XL Bim block: 0; Bfl-1 Bim block: 0; Bcl-W Bim block: 0; RGS4-Gao reg: 92; ABCG2 inh: 0; RGS7-Gao reg: 94

What do the screens show for `CCOCCCN1CN(Cc2ccco2)CNC1=S`?
GSH fluor: 14; Bim-Bcl-B: -15; ABCB1 inh: -0.1; Bim-Bcl-2: -4; RGS8-Gao: 97; Bcl-XL Bim block: -6; Bfl-1 Bim block: -3; Bcl-W Bim block: -4; RGS4-Gao reg: 90; ABCG2 inh: -1; RGS7-Gao reg: 91

What do the screens show for `COC(=O)C(O)(CC(=O)Nc1ccccc1OC)C(F)(F)F` (stereo not given)?
GSH fluor: 68; Bim-Bcl-B: -3; ABCB1 inh: 0.3; Bim-Bcl-2: 0; RGS8-Gao: 108; Bcl-XL Bim block: -5; Bfl-1 Bim block: 0; Bcl-W Bim block: -4; RGS4-Gao reg: 111; ABCG2 inh: 3; RGS7-Gao reg: 109

Results for CCOc1ccc(NC(=O)c2ccc3c(c2)N(Cc2ccc(F)cc2)C(=O)CS3=O)cc1 (stereo not given) ?
GSH fluor: 22; Bim-Bcl-B: -7; ABCB1 inh: 0.6; Bim-Bcl-2: -11; RGS8-Gao: 104; Bcl-XL Bim block: -5; Bfl-1 Bim block: -12; Bcl-W Bim block: 0; RGS4-Gao reg: 103; ABCG2 inh: 3; RGS7-Gao reg: 107

How did COc1ccccc1N1CCN(/N=C/C=C\c2ccccc2[N+](=O)[O-])CC1 do in these assays?
GSH fluor: 24; Bim-Bcl-B: -2; ABCB1 inh: 1.4; Bim-Bcl-2: 2; RGS8-Gao: 101; Bcl-XL Bim block: -1; Bfl-1 Bim block: -3; Bcl-W Bim block: 0; RGS4-Gao reg: 100; ABCG2 inh: 16; RGS7-Gao reg: 106

What do the screens show for `Cc1ccc(S(=O)(=O)Nc2cc(C(=O)Nc3cc(C)cc(C)c3)ccc2Cl)cc1`?
GSH fluor: 32; Bim-Bcl-B: -5; ABCB1 inh: -1.4; Bim-Bcl-2: -7; RGS8-Gao: 96; Bcl-XL Bim block: -8; Bfl-1 Bim block: -8; Bcl-W Bim block: -4; RGS4-Gao reg: 98; ABCG2 inh: 11; RGS7-Gao reg: 99

Results for Clc1ccc(/C=N/NC(=Nc2ccccc2)c2ccccn2)c(Cl)c1 ?
GSH fluor: 31; Bim-Bcl-B: -8; ABCB1 inh: 0.9; Bim-Bcl-2: -12; RGS8-Gao: 99; Bcl-XL Bim block: -11; Bfl-1 Bim block: -14; Bcl-W Bim block: 0; RGS4-Gao reg: 103; ABCG2 inh: 6; RGS7-Gao reg: 127

How did COc1ccc(NC(=S)N(CCCN2CCOCC2)Cc2cn(C)c3ccccc23)cc1 do in these assays?
GSH fluor: 21; Bim-Bcl-B: -16; ABCB1 inh: 6.3; Bim-Bcl-2: -3; RGS8-Gao: 103; Bcl-XL Bim block: -8; Bfl-1 Bim block: 4; Bcl-W Bim block: -2; RGS4-Gao reg: 102; ABCG2 inh: 18; RGS7-Gao reg: 103

How did CCc1ccc(-n2c(SCC(=O)N3CCC(C(=O)O)CC3)nnc2-c2ccncc2)cc1 do in these assays?
GSH fluor: 21; Bim-Bcl-B: -4; ABCB1 inh: -0.2; Bim-Bcl-2: -3; RGS8-Gao: 99; Bcl-XL Bim block: -6; Bfl-1 Bim block: -3; Bcl-W Bim block: -1; RGS4-Gao reg: 101; ABCG2 inh: -1; RGS7-Gao reg: 97

Results for Cc1ccc(NC(=O)c2ccc(S(=O)(=O)C(F)F)cc2)c(C)c1 ?
GSH fluor: 17; Bim-Bcl-B: 3; ABCB1 inh: -0.1; Bim-Bcl-2: 0; RGS8-Gao: 90; Bcl-XL Bim block: -4; Bfl-1 Bim block: 7; Bcl-W Bim block: 1; RGS4-Gao reg: 91; ABCG2 inh: 9; RGS7-Gao reg: 92

What do the screens show for `N/C(Cc1ccccc1Sc1ccccc1)=N\O`?
GSH fluor: 4; Bim-Bcl-B: -4; ABCB1 inh: 0.0; Bim-Bcl-2: -2; RGS8-Gao: 99; Bcl-XL Bim block: -6; Bfl-1 Bim block: 0; Bcl-W Bim block: -3; RGS4-Gao reg: 91; ABCG2 inh: 1; RGS7-Gao reg: 89

What do the screens show for `Cc1ccc(S(=O)(=O)NC(=O)c2cc(C)n(C3CC3)c2C)cc1`?
GSH fluor: 12; Bim-Bcl-B: 0; ABCB1 inh: 0.7; Bim-Bcl-2: -3; RGS8-Gao: 101; Bcl-XL Bim block: 0; Bfl-1 Bim block: -3; Bcl-W Bim block: 0; RGS4-Gao reg: 103; ABCG2 inh: 2; RGS7-Gao reg: 108

How did COc1ccc(-n2c(Cc3cccn3C)nnc2SCC(=O)Nc2ccccc2F)cc1 do in these assays?
GSH fluor: 18; Bim-Bcl-B: -6; ABCB1 inh: -2.7; Bim-Bcl-2: -6; RGS8-Gao: 99; Bcl-XL Bim block: -3; Bfl-1 Bim block: -8; Bcl-W Bim block: 0; RGS4-Gao reg: 96; ABCG2 inh: -1; RGS7-Gao reg: 97

How did CCOc1cc(S(=O)(=O)N(Cc2ccccc2)Cc2ccccc2)c(OCC)cc1-n1cnnn1 do in these assays?
GSH fluor: 18; Bim-Bcl-B: 0; ABCB1 inh: 1.2; Bim-Bcl-2: -4; RGS8-Gao: 98; Bcl-XL Bim block: -1; Bfl-1 Bim block: -1; Bcl-W Bim block: 0; RGS4-Gao reg: 106; ABCG2 inh: 3; RGS7-Gao reg: 102

What do the screens show for `Cc1ccc2nc(/C(C#N)=C\c3cc(C)n(-c4cccc([N+](=O)[O-])c4)c3C)[nH]c2c1`?
GSH fluor: 21; Bim-Bcl-B: 0; ABCB1 inh: -0.3; Bim-Bcl-2: -1; RGS8-Gao: 102; Bcl-XL Bim block: 0; Bfl-1 Bim block: 2; Bcl-W Bim block: 0; RGS4-Gao reg: 100; ABCG2 inh: -1; RGS7-Gao reg: 101

What do the screens show for `O=C(CCN1CCN(C/C=C/c2ccccc2)CC1)Nc1ccccc1`?
GSH fluor: 37; Bim-Bcl-B: -10; ABCB1 inh: 0.0; Bim-Bcl-2: -6; RGS8-Gao: 101; Bcl-XL Bim block: -6; Bfl-1 Bim block: -15; Bcl-W Bim block: -2; RGS4-Gao reg: 100; ABCG2 inh: -1; RGS7-Gao reg: 97

What do the screens show for `CCOC(=O)N1CCN(C(=O)c2ccc(OC)cc2)CC1`?
GSH fluor: 11; Bim-Bcl-B: -4; ABCB1 inh: -0.3; Bim-Bcl-2: -3; RGS8-Gao: 102; Bcl-XL Bim block: -2; Bfl-1 Bim block: -4; Bcl-W Bim block: -2; RGS4-Gao reg: 102; ABCG2 inh: -1; RGS7-Gao reg: 101

How did CN1CCCN(C(=O)c2cc(=O)[nH]c3ccccc23)c2nc3ccccc3nc21 do in these assays?
GSH fluor: 23; Bim-Bcl-B: -6; ABCB1 inh: 1.7; Bim-Bcl-2: -7; RGS8-Gao: 104; Bcl-XL Bim block: -4; Bfl-1 Bim block: -13; Bcl-W Bim block: 0; RGS4-Gao reg: 98; ABCG2 inh: 0; RGS7-Gao reg: 99

What do the screens show for `O=C(CCS(=O)(=O)c1cccs1)N1CCCC1`?
GSH fluor: 14; Bim-Bcl-B: -11; ABCB1 inh: 0.1; Bim-Bcl-2: -9; RGS8-Gao: 104; Bcl-XL Bim block: -8; Bfl-1 Bim block: -13; Bcl-W Bim block: 1; RGS4-Gao reg: 106; ABCG2 inh: 0; RGS7-Gao reg: 104

What do the screens show for `COc1ccc(OC)c(N2CC(O)(c3cccs3)[N+]3=C2SCCC3)c1` (stereo not given)?
GSH fluor: 9; Bim-Bcl-B: -4; ABCB1 inh: -0.1; Bim-Bcl-2: -2; RGS8-Gao: 100; Bcl-XL Bim block: -20; Bfl-1 Bim block: -4; Bcl-W Bim block: -12; RGS4-Gao reg: 97; ABCG2 inh: 0; RGS7-Gao reg: 101
